Compound activity: PubChem, National Center for Advancing Translational Sciences (NCATS)
GAA inh: qHTS Assay for Inhibitors of Human alpha-Glucosidase as a Potential Chaperone Treatment of Pompe Disease | actives 0.005% (n = 200,000) | Lysosomal alpha-glucosidase (Homo sapiens), P10253 | purified human GAA, 4-MU-alpha-glucoside fluorescence | Potency, µM (titrated, usually from 76.9 µM), for the others: at the top dose activity change, negative = inhibition, actives largely listed as inhibitors | AID 1466, 2008;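 note: plate controls were uninhibited enzyme wells for no effect and no-enzyme background for full effect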
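Human enzyme at 4 nM with 400 uM 4-methylumbelliferyl-alpha-D-pyranoside, citrate/phosphate buffer pH 5.0, 0.005% Tween-20, 20 min at room temperature. Compounds up to 77 uM. 4-MU fluorescence (Ex 365/Em 440) read after NaOH/glycine stop; AC50 from Hill fit.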
GAA glycogen: qHTS Assay for Inhibitors and Activators of Human alpha-Glucosidase Cleavage of Glycogen; Lysosomal alpha-glucosidase (Homo sapiens), P10253; recombinant GAA, glycogen substrate, Amplex Red glucose oxidase fluorescence; Potency, µM (top dose mostly 76.4 µM), for the others: top-dose activity change, negative = inhibition, most hits filed as inhibitors; AID 2100, 2009; actives 0.38% (n = 300,000);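 note: 0% = full enzyme reaction and -100% = no-enzyme basal signal; the screen sought inhibitors and activators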
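qHTS, 1536-well; enzyme 4 nM final; cpd up to 77 uM; substrate bovine liver glycogen 30 ug; 50 mM citrate/phosphate pH 5.0, 0.01% Tween-20; 37 C, 40 min; Amplex Red detection 45 min RT; Hill fit → AC50.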
GoLoco inh red: qHTS Assay for Inhibitors of RGS12 GoLoco Motif Activity (Red Fluorophore). Guanine nucleotide-binding protein G(i) subunit alpha-1 (Homo sapiens), P63096. Gai1:RGS12 GoLoco peptide FP, rhodamine, 10 min. Potency, µM (highest dose often 61.6 µM), without a hit: at the top dose activity, negative = inhibition, most hits filed as inhibitors. actives 0.44% (n = 230,000); active = well fitted inhibition curve with a large enough effect, not every such curve was filed as active; inactive = no such curve, though single readings can be large or run the other way; note: % is set by controls: 0 for no effect and ±100 for the full control effect; nearly all actives have a fitted effect of over 30% in size; many of its hits are not listed in these tables
aGal spleen mod: qHTS Assay for Inhibitors and Activators of Human alpha-Galactosidase From Spleen Homogenate; Alpha-galactosidase A (Homo sapiens), P06280; Potency, µM (series often up to 80 µM), inactives show at the top dose activity change, negative = inhibition, most hits filed as inhibitors; human spleen homogenate, 4MU-alpha-Gal fluorescence, 40 min; actives 0.008% (n = 240,000);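 note: 0% = enzyme with vehicle and -100% = no enzyme basal signal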
Target sequence (P06280 32-429 limits assumed): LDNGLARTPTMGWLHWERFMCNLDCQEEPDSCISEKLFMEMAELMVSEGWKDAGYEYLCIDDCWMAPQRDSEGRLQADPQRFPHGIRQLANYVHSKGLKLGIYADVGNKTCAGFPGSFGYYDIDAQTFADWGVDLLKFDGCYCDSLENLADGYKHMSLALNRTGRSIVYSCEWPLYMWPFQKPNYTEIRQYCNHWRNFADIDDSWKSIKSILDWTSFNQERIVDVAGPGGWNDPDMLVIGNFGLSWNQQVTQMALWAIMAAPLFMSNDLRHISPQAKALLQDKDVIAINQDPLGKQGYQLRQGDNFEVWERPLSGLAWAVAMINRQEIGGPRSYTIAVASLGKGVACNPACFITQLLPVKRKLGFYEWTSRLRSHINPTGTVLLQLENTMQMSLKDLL
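Fluorogenic readout (Ex 365/Em 440 nm) of 4-methylumbelliferone released from 1 mM 4-MU-alpha-galactoside by spleen homogenate, 40 min at 37C, pH 5.0. Data normalized to no-enzyme and enzyme controls; Hill-equation AC50 from compound titrations.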
aGlu spleen mod: qHTS Assay for Inhibitors and Activators of Human alpha-Glucosidase From Spleen Homogenate. actives 0.006% (n = 240,000). human spleen homogenate, 4-MU-alpha-glucoside fluorescence. Potency, µM (series often up to 79.9 µM), for the others: top-dose activity change, negative = inhibition, actives largely listed as inhibitors. Lysosomal alpha-glucosidase (Homo sapiens), P10253;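 note: 0% = enzyme with vehicle and -100% = no enzyme basal signal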
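AC50 values come from Hill-equation fits of concentration-response data, normalized to no-enzyme and full-activity controls. Enzyme source: 1 ug human spleen homogenate; 1 mM fluorogenic 4-MU glucoside, pH 5.0 citrate buffer, 37 C, 40 min.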
ALDH1A1 inh: qHTS Assay for Inhibitors of Aldehyde Dehydrogenase 1 (ALDH1A1) | Purified ALDH1A1, NADH fluorescence, propionaldehyde substrate | Potency, µM (top dose mostly 75.3 µM), inactives show at the highest dose activity, negative = inhibition, actives largely listed as inhibitors | actives 7.3% (n = 220,000) | AID 1030, 2008; active = well fitted inhibition curve with a large enough effect, not every such curve was filed as active; inconclusive = small, poorly fitted or top-dose-only effect, or another doubt; inactive = no such curve, though single readings can be large or run the other way;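 note: plate controls were no enzyme wells and a reference inhibitor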
Target sequence (P00352 whole entry, looked up): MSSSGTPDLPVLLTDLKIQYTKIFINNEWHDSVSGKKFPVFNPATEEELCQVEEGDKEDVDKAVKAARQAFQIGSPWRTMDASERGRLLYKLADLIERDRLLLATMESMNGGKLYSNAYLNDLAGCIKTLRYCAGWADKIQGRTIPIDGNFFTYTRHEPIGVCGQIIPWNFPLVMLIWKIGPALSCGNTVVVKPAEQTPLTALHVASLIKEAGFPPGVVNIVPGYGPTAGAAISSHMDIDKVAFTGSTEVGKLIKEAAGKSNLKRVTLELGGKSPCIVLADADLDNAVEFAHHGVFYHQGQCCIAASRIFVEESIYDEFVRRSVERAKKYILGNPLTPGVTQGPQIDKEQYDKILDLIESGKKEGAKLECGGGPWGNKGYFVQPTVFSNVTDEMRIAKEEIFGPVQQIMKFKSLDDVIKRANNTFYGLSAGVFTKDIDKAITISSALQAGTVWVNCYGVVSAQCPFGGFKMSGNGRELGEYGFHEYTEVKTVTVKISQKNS
JMJD2E inh: qHTS Assay for Inhibitors of Human Jumonji Domain Containing 2E (JMJD2E). AID 2147, 2009. Potency, µM (titrated, usually from 57.1 µM), inactives show at the highest dose activity change, negative = inhibition, usual class: inhibitors. Lysine-specific demethylase 4E (Homo sapiens), B2RXH2. JMJD2E catalytic domain, FDH-coupled NADH fluorescence (FDH is formaldehyde dehydrogenase). actives 1.6% (n = 230,000); active = well fitted inhibition curve with a large enough effect, not every such curve was filed as active; inconclusive = small, poorly fitted or top-dose-only effect, or another doubt; inactive = no such curve, though single readings can be large or run the other way;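 note: 0% = wells with enzyme and -100% = buffer wells without enzyme; nearly all actives have a fitted effect of over 50% in size; many of its hits are not listed in these tables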
SMN2 splice enh: qHTS Assay for Enhancers of SMN2 Splice Variant Expression. HEK293 SMN2-luciferase splicing reporter, luminescence, 30-36 h. Potency, µM (highest dose often 46.1 µM), without a hit: at the top dose activity change, positive = activation, hits mostly activators. actives 2.8% (n = 210,000); note: % of control where 0% means no effect; nearly all actives have a fitted effect of over 55% in size
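HEK293 cells carry an SMN2 minigene-luciferase reporter in which exon 7 inclusion puts luciferase in frame. Cells were seeded at 2000 cells/well, attached for 10-12 hours, then exposed to compounds for 30-36 hours at 37C before ONE-Glo luminescence.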
* = called active by the depositor; & = joins results of further samples; [ ] = dose if it differs, or a comment. Unless noted, calls come from the whole dose curve; as a rule, active = well fitted curve in the direction sought with a large enough effect; inconclusive = small, poorly fitted or top-dose-only effect, or another doubt; inactive = no such curve, though single readings can be large; an effect the other way counts as inactive or inconclusive. Potency is the fitted concentration of half-maximal effect. Some of the compounds tested (hit frequency here may not be typical).

How did Cc1ccc(Cn2ccc(NC(=O)c3noc4c3CCCC4)n2)cc1 do in these assays?
GAA inh: -1.7%; GAA glycogen: -3.1%; GoLoco inh red: 6.4%; aGal spleen mod: -15.5%; aGlu spleen mod: -5.1%; ALDH1A1 inh: -5.1%; JMJD2E inh: -11.7%; SMN2 splice enh: 2.7%

Results for NS(=O)(=O)c1ccc(CCNC(=O)C2CCN(S(=O)(=O)c3c(Cl)cccc3Cl)CC2)cc1 ?
GAA glycogen: -2.8%; GoLoco inh red: 1.4%; aGal spleen mod: -5.0%; aGlu spleen mod: -1.3%; JMJD2E inh: 5.3%

Results for COc1cc(NC(=O)COC(=O)/C=C/c2ccc(OC)c(OC)c2)cc(OC)c1 ?
GAA inh: -0.7%; GAA glycogen: -9.9%; GoLoco inh red: -3.2%; aGal spleen mod: 3.6%; aGlu spleen mod: -8.1%; ALDH1A1 inh: inconclusive; JMJD2E inh: inconclusive; SMN2 splice enh: -0.5%

How did NC(=O)c1nsc(C(=O)N(CCc2ccccc2)C(C(=O)NC2CCCC2)c2ccco2)c1N (stereo not given) do in these assays?
GAA inh: 0.0%; GAA glycogen: 2.5%; GoLoco inh red: -8.3%; aGal spleen mod: 0.8%; aGlu spleen mod: -4.4%; ALDH1A1 inh: inconclusive; JMJD2E inh: inconclusive; SMN2 splice enh: -12.3%

How did CC(C)C(=O)NC(c1ccccc1Cl)c1c(O)ccc2ccccc12 (stereo not given) do in these assays?
GAA inh: -3.2%; GAA glycogen: -2.0%; aGal spleen mod: 13.0%; aGlu spleen mod: 0.8%; ALDH1A1 inh: -12.2%; JMJD2E inh: 2.6%

How did COc1ccc(-c2cc(=O)c3cc(F)ccc3[nH]2)cc1 do in these assays?
GAA inh: 3.8%; GAA glycogen: 4.0%; GoLoco inh red: 8.4%[88.7 µM]; aGal spleen mod: -6.1%[119 µM]; aGlu spleen mod: 3.8%[119 µM]; ALDH1A1 inh: inconclusive; JMJD2E inh: inconclusive; SMN2 splice enh: -3.0%

How did CCc1nnc(SCc2ccc(C(=O)OC)o2)n1N do in these assays?
GAA inh: -3.3%; GAA glycogen: 7.5%; GoLoco inh red: 8.2%; aGal spleen mod: 1.4%; aGlu spleen mod: 0.0%; ALDH1A1 inh: inconclusive; JMJD2E inh: inconclusive; SMN2 splice enh: 9.9%

What do the screens show for `Cc1nc2ccc(NC(=O)c3cccc(C(F)(F)F)c3)cc2o1`?
GAA inh: -5.8%; GAA glycogen: -6.5%; GoLoco inh red: -3.9%; aGal spleen mod: -3.3%; aGlu spleen mod: -0.6%; ALDH1A1 inh: 16.0%; JMJD2E inh: 6.1%; SMN2 splice enh: 4.3%

What do the screens show for `Cc1cc2c(cc1Cl)C(c1ccccc1C)CC(=O)O2` (stereo not given)?
GoLoco inh red: -149.0%[88.7 µM]; aGal spleen mod: -5.1%[119 µM]; aGlu spleen mod: 1.7%[119 µM]; ALDH1A1 inh: inconclusive

Results for COc1cccc(NC(=O)c2oc3ccc(S(=O)(=O)N4CCOCC4)cc3c2C)c1 ?
GAA inh: inconclusive; GAA glycogen: -0.2%; GoLoco inh red: 1.2%; aGal spleen mod: -5.0%; aGlu spleen mod: 1.3%; ALDH1A1 inh: -5.0%; JMJD2E inh: inconclusive

What do the screens show for `Cc1ccc(C)c(N2CCN(C(=O)CCNC(=O)Cn3ccc4ccccc4c3=O)CC2)c1`?
GAA inh: -4.9%; GAA glycogen: -10.3%; GoLoco inh red: -40.8%; aGal spleen mod: 4.4%; aGlu spleen mod: 13.3%; ALDH1A1 inh: 0.7%; JMJD2E inh: -6.1%; SMN2 splice enh: -20.0%

Results for CCC(C)NC(=O)C1CCN(S(=O)(=O)c2cccnc2)CC1 (stereo not given) ?
GAA inh: -4.3%; GAA glycogen: -1.5%; GoLoco inh red: -22.6%; aGal spleen mod: 4.2%; aGlu spleen mod: -7.1%; ALDH1A1 inh: 6.4%; JMJD2E inh: -2.4%; SMN2 splice enh: -5.1%

How did O=C(Cn1nc2ccccc2n1)N/N=C/c1cc([N+](=O)[O-])ccc1O do in these assays?
GAA inh: -14.5%; GAA glycogen: -18.6%; GoLoco inh red: -4.4%; aGal spleen mod: -10.4%; aGlu spleen mod: 5.7%; ALDH1A1 inh: inconclusive; JMJD2E inh: 4.0%; SMN2 splice enh: -13.9%

Results for Cc1ccc(C(=O)N/C(=C\c2cn(-c3ccccc3)nc2-c2ccccc2)C(=O)N2CCOCC2)cc1 ?
GAA inh: inconclusive; GAA glycogen: -2.8%; GoLoco inh red: 12.9%; aGal spleen mod: 13.1%; aGlu spleen mod: 0.0%; ALDH1A1 inh: -1.3%; JMJD2E inh: 7.8%; SMN2 splice enh: -7.2%

How did C=CCCN(C(C(=O)OC)C(C)C)S(=O)(=O)c1ccccc1Br (stereo not given) do in these assays?
GAA glycogen: -2.7%; GoLoco inh red: -3.0%; aGal spleen mod: 20.4%&5.5%; aGlu spleen mod: 2.0%&5.9%; JMJD2E inh: -1.3%

The last two records of the section above come first, to join the parts:
Results for Cc1ccc(C(=O)N/C(=C\c2cn(-c3ccccc3)nc2-c2ccccc2)C(=O)N2CCOCC2)cc1 ?
GAA inh: inconclusive; GAA glycogen: -2.8%; GoLoco inh red: 12.9%; aGal spleen mod: 13.1%; aGlu spleen mod: 0.0%; ALDH1A1 inh: -1.3%; JMJD2E inh: 7.8%; SMN2 splice enh: -7.2%

How did C=CCCN(C(C(=O)OC)C(C)C)S(=O)(=O)c1ccccc1Br (stereo not given) do in these assays?
GAA glycogen: -2.7%; GoLoco inh red: -3.0%; aGal spleen mod: 20.4%&5.5%; aGlu spleen mod: 2.0%&5.9%; JMJD2E inh: -1.3%

What do the screens show for `Cc1cc(C)cc(-n2c(SCC(=O)Nc3cccc(S(=O)(=O)NC4=NCCCCC4)c3)nc3ccccc3c2=O)c1`?
GAA inh: 0.5%; GAA glycogen: 6.4%; aGal spleen mod: -3.7%; aGlu spleen mod: -5.7%; ALDH1A1 inh: -4.0%; JMJD2E inh: -0.1%

Results for Fc1cccc2sc(Nc3nnc(-c4ccco4)o3)nc12 ?
GAA inh: 10.0%; GAA glycogen: 10.1%; GoLoco inh red: 4.5%; aGal spleen mod: 3.6%; aGlu spleen mod: 3.9%; ALDH1A1 inh: inconclusive; JMJD2E inh: inconclusive; SMN2 splice enh: 3.55µM*

How did O=C(Nc1ccccc1)N1CCCC(c2nc(-c3ccc(F)cc3)no2)C1 (stereo not given) do in these assays?
GAA inh: 3.2%; GAA glycogen: 2.7%; GoLoco inh red: -6.7%; aGal spleen mod: 8.2%; aGlu spleen mod: 2.9%; ALDH1A1 inh: 4.7%; JMJD2E inh: -6.0%; SMN2 splice enh: -6.7%

How did COC(=O)c1sc2ccccc2c1NC(=O)c1ccc(S(=O)(=O)N2CCCC(C)C2)cc1 (stereo not given) do in these assays?
GAA inh: 0.3%; GAA glycogen: -6.4%; GoLoco inh red: 5.2%; aGal spleen mod: 1.7%; aGlu spleen mod: -1.4%; ALDH1A1 inh: 8.3%; JMJD2E inh: 3.5%; SMN2 splice enh: 3.9%

Results for Cc1cc(N/N=C/c2ccc(Cl)cc2)nc(NCc2ccccc2)n1 ?
GAA inh: -13.2%; GAA glycogen: -17.2%; GoLoco inh red: -2.3%; aGal spleen mod: -21.1%; aGlu spleen mod: -4.3%; ALDH1A1 inh: 7.5%; JMJD2E inh: -13.5%; SMN2 splice enh: -30.0%

How did O=C(Cn1nnc2ccccc21)c1ccccc1 do in these assays?
GAA inh: 1.1%; GAA glycogen: 7.0%; GoLoco inh red: 8.3%; aGal spleen mod: 4.1%; aGlu spleen mod: -4.7%; ALDH1A1 inh: 1.3%; JMJD2E inh: 2.7%; SMN2 splice enh: 9.3%

How did O=C(COc1ccc(Cl)cc1)NNC(=O)CSc1nncs1 do in these assays?
GAA inh: -4.5%; GAA glycogen: 2.2%; GoLoco inh red: 5.1%; aGal spleen mod: 2.6%; aGlu spleen mod: 4.1%; ALDH1A1 inh: 2.9%; JMJD2E inh: 0.3%; SMN2 splice enh: 4.8%

What do the screens show for `CN(Cc1ccsc1)C(=O)CCc1nnc(Cc2c[nH]c3ccccc23)o1`?
GAA inh: inconclusive; GAA glycogen: 9.2%; GoLoco inh red: 2.5%; aGal spleen mod: -2.9%; aGlu spleen mod: 1.1%; ALDH1A1 inh: 5.3%; JMJD2E inh: -0.3%

How did O=C(COC(=O)/C=C/c1ccc([N+](=O)[O-])cc1)NC(c1ccccc1)c1ccccc1 do in these assays?
GAA inh: 5.5%; GAA glycogen: 2.5%; GoLoco inh red: 2.7%; aGal spleen mod: -5.7%; aGlu spleen mod: 9.4%; ALDH1A1 inh: -1.0%; JMJD2E inh: -0.7%; SMN2 splice enh: -24.5%
